Screening data deposited in PubChem BioAssay by several laboratories.
SRC2 inh = inhibits human steroid receptor coactivator 2; Q15596; HEK293 GAL4-SRC2 luciferase reporter, luminescence; inhibition, % at 9 µM; actives 0.17% (n = 370,000); AID 651957;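 active = inhibition above the mean inhibition of all tested compounds plus 3 SD, set per campaign, cut at about 52% in these data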;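 note: 0% = DMSO treated cells and 100% = cells given Gossypol at 36 µM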
NOD2-RIPK2 inh = blocks binding of human NOD2 to RIPK2 | O43353 | CHO BLA complementation NOD2-RIPK2, CCF4 ratio | inhibition, % at 4.98 µM | actives 0.38% (n = 360,000); in the data active = inhibition above about 21%;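 note: 0% = vehicle only and 100% = reference blocker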
TRAIL sens C8 = caspase-8 TRAIL sensitization | NB7+C8 cells + TRAIL, ATPlite viability luminescence | actives 1% (n = 360,000) | AID 624354 | inhibition (viability loss, TRAIL sensitization), % at 10 µM;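 active = compounds causing at least 50% loss of cell viability in the single-dose screen, relative to plate controls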
NR5A2 inv ag = suppresses constitutive activity of human LRH-1. HEK293T StAR-luciferase reporter, LRH-1 transfected, 24 h. actives 0.13% (n = 360,000). O00482. inhibition, % at 3.6 µM;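 active = inhibition above the mean inhibition of all tested compounds plus 3 SD, cut at about 73% in these data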;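 note: 0% = DMSO wells and 100% = reporter-only cells lacking LRH-1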
TWEAK Fn14 block = inhibitors of TWEAK-Fn14 interaction signaling; TWEAK-stimulated Fn14 reporter cells, luciferase luminescence, 8 h; inhibition, % at 10 µM; actives 2% (n = 360,000); AID 1159606; in the data active = inhibition above about 50%
NCOA3 inh = inhibits human SRC3 coactivator; inhibition, % at 3.6 µM; Q9Y6Q9; AID 588352; actives 0.17% (n = 360,000); HEK293 GAL4-SRC3 luciferase reporter, luminescence;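 active = inhibition above a per-campaign cutoff, the mean of all compounds plus 3 SD, cut at about 60% in these data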;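 note: 0% = DMSO-treated cells and 100% = gossypol-treated cells at 36 µM; higher means less SRC3-driven luciferase light from the GAL4 reporter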
TLR9-MyD88 inh = inhibitors of human TLR9-MyD88 binding. Q9NR96+Q99836. CHO BLA complementation TLR9-MyD88, CCF4 FRET ratio. inhibition, % at 4.98 µM. actives 0.21% (n = 340,000). AID 504734;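 active = inhibition above the mean over all tested compounds plus 3 SD, cut at about 21% in these data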;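 note: 0% = DMSO only wells and 100% = clavulanate BLA inhibitor control wells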
Target sequence (Q99836 whole entry, looked up): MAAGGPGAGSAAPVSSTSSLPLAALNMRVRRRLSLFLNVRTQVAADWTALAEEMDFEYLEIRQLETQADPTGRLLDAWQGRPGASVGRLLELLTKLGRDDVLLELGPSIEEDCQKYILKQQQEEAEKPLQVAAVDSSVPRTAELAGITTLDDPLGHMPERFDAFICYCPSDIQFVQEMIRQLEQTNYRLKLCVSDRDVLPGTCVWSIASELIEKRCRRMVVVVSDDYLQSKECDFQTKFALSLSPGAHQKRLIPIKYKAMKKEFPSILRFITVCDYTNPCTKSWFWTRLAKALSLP
Target sequence (Q9NR96 whole entry, looked up): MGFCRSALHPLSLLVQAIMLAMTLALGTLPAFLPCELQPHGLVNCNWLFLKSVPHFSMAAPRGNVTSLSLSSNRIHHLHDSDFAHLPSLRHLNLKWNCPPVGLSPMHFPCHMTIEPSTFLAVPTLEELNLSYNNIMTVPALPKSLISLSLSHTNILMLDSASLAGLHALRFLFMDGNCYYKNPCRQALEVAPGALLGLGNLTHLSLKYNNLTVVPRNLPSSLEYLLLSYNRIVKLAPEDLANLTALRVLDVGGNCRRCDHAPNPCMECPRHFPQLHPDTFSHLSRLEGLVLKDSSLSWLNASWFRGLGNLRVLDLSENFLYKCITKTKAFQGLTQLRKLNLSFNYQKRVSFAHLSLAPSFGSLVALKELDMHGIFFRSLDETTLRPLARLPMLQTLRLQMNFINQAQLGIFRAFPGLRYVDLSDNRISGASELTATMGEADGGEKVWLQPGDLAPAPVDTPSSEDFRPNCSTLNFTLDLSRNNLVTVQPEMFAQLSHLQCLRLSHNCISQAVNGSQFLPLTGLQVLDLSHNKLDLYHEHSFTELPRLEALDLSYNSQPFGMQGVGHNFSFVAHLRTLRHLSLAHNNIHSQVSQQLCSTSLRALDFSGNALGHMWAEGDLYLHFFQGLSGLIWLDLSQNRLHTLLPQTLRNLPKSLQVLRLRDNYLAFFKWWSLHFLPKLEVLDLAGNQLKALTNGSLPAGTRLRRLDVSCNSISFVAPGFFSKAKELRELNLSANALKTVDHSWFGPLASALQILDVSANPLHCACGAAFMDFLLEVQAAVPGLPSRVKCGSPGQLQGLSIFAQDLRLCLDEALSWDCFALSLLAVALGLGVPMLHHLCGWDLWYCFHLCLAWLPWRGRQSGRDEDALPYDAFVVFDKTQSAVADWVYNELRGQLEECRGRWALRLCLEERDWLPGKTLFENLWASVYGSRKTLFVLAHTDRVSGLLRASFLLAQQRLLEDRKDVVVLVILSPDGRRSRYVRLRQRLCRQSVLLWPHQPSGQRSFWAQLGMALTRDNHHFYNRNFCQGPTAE
TROY NFkB inh = blocks TROY-dependent signaling in reporter cells; Q293 LMP1-TROYcd NF-kB luciferase reporter, 4 h; actives 0.98% (n = 360,000); inhibition, % at 10 µM;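 active = compounds whose plate-normalised and pattern-corrected inhibition of the luciferase reporter signal at the single screening dose is 50% or more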
EBV LMP1 NFkB = Epstein-Barr LMP1 NF-kappaB reporter inhibition. LMP1-induced NF-kappaB luciferase reporter cells, luminescence. inhibition, % at 12.5 µM. actives 0.69% (n = 350,000); in the data active = inhibition above about 41%;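 note: 0% = neutral control wells and 100% = reference inhibitor control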
NR2F2 inh = inhibitors of human COUP-TFII (NR2F2); actives 0.7% (n = 370,000); inhibition, % at 8.6 µM; HEK293T NGFI-A luciferase reporter, luminescence; AID 686940;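 active = inhibition above a per-plate cutoff, mean inhibition of test wells between control levels plus 3 SD, cut at about 38% in these data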;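 note: cells cotransfected with COUP-TFII expression vector driving the NGFI-A reporter; 0% = median of COUP-TF2 test wells and 100% = reporter-only cells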
NCOA1 inh = inhibitors of human steroid receptor coactivator 1 (SRC1). actives 0.12% (n = 360,000). HEK293 GAL4-SRC1 luciferase reporter, luminescence. Q15788. inhibition, % at 3.6 µM. AID 588354;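 active = inhibition above the campaign mean plus 3 SD, with each screening campaign given its own cutoff, cut at about 60% in these data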;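 note: 0% = DMSO treated cells and 100% = gossypol at 36 µM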
Active calls of the source: *; . = no result given. This is a subset. The share of hits here may be higher or lower than overall.

SMILES	SRC2 inh	NOD2-RIPK2 inh	TRAIL sens C8	NR5A2 inv ag	TWEAK Fn14 block	NCOA3 inh	TLR9-MyD88 inh	TROY NFkB inh	EBV LMP1 NFkB	NR2F2 inh	NCOA1 inh
O=C(c1ccc2c(=O)n3c(nc2c1)CCCCC3)N1CCN(C(c2ccccc2)c2ccccc2)CC1	-2	2	8	-15	-46	-17	2	13	11	18	-46
CCCn1c(SCC(=O)c2c(N)n(C3CC3)c(=O)[nH]c2=O)nc2cc(S(N)(=O)=O)ccc21	-37	-5	-9	-21	10	15	0	15	1	0	1
O=C(CSc1nncs1)N1c2ccccc2Sc2ccccc21	15	-5	17	8	12	8	3	-18	5	-2	6
CCN(CC)c1ccc(N)cc1S(=O)(=O)Nc1ccccc1OC	16	5	-19	-7	-2	10	0	-2	2	-9	1
COc1ccc(C2=NN(Cc3ccccc3)C3C(=O)NC(=O)C23)cc1 (stereo not drawn)	-3	-12	-11	-23	14	12	-1	-11	3	6	-42
COc1ccccc1/C=N/n1c(N)c(C(=O)NC2CCCCC2)c2nc3ccccc3nc21	-35	-2	-9	16	17	-9	4	-3	-20	8	4
CCC(=O)N(c1nnc(SCC(=O)NN2C(=O)NC3(CCCCC3)C2=O)s1)C1CC1	-9	10	17	6	1	5	7	-3	1	-1	-7
Cc1ccccc1OCCSCc1nc2ccccc2[nH]1	-17	-6	-9	1	12	19	9	16	4	-3	6
COc1ccc(S(=O)(=O)N/N=C(/C)c2ccc(Cl)cc2)cc1	-10	0	-1	2	-6	13	-3	-16	-3	16	-7
COc1ccc(C(C(=O)Nc2ccc3c(c2)OCCO3)n2c(=O)c(-c3ccco3)nc3ccccc32)cc1 (stereo not drawn)	-12	6	18	-2	.	.	.	.	.	-5	.
CCOc1ccccc1N(CC(=O)NC1CCCCC1)S(C)(=O)=O	-9	11	1	-14	5	-2	-5	6	-2	-2	5
CCCCCCN1CCN(C2CN(Cc3cn(Cc4ccc(C)cc4)nn3)S(=O)(=O)C2)CC1 (stereo not drawn)	14	0	11	-55	5	.	.	15	.	14	.
COc1ccccc1Cc1c(-c2ccc(C#N)cc2)nc2c(C)cc(Br)cn12	-35	-5	2	18	23	-6	.	4	.	3	-1
CCOC1=C2CN(S(=O)(=O)c3ccc(C)cc3)[C@@H](c3ccc(CC)cc3)C[C@H]2[C@H]2C(=O)N(c3ccccc3)C(=O)[C@H]2C1	-13	-12	20	-5	-13	-20	.	18	.	-7	16
C=CCn1c(SCC(=O)Nc2c(C)n(C)n(-c3ccccc3)c2=O)nc2sc(C)c(C)c2c1=O	26	-17	12	-2	-8	-9	3	-5	-8	16	0
CCSc1nnc(NC(NC(C)=O)(C(F)(F)F)C(F)(F)F)s1	-17	8	3	11	-6	-2	-1	-6	5	-1	0
CC(=O)Nc1cccc(NC(C)=C(C#N)C#N)c1	-34	-4	-6	13	-26	-8	-1	9	-1	-9	-8
Cc1cc(F)ccc1S(=O)(=O)NCC(c1ccc2c(c1)OCO2)N1CCOCC1 (stereo not drawn)	-16	-14	-15	22	-1	19	6	18	-3	-3	-10
COC(=O)c1sccc1NC(=O)c1ccccc1C(=O)O	6	-8	-3	20	-7	12	-2	-35	2	-14	-23
CCOc1ccc(NC(=O)CSc2nc3ccccc3c(=O)n2CCCC(=O)N2CCCC2)cc1	-24	-5	1	-4	4	11	1	-1	9	-14	-31
CSc1ccc(C2NC(=O)c3ccccc3N2)cc1 (stereo not drawn)	-63	-2	51*	-50	0	-68	-7	-37	-15	-21	-49
O=C(CCCCCNC(=O)c1ccccc1Cl)N/N=C/c1ccco1	-3	-1	-9	11	6	4	6	-2	9	8	-26
Cc1ccc(S(=O)(=O)N2C[C@H]3n4c(=O)ccc(=O)n4C[C@H](OC(=O)NC4CCCC4)[C@@]3(O)C2)cc1	-50	0	2	7	22	-1	6	-9	1	-47	4
Fc1ccc(-n2cc(-c3ccccc3)[n+]3c2SCC3)cc1	-1	4	3	-7	8	10	-7	10	-5	17	3
COC(=O)c1ccc2nc(-c3cccc(Cl)c3)c(Cc3cccc(F)c3)n2c1	-31	-15	9	-54	6	.	.	-48	.	-25	.
SMILES	SRC2 inh	NOD2-RIPK2 inh	TRAIL sens C8	NR5A2 inv ag	TWEAK Fn14 block	NCOA3 inh	TLR9-MyD88 inh	TROY NFkB inh	EBV LMP1 NFkB	NR2F2 inh	NCOA1 inh
COc1ccc(OCc2cc(C(=O)NCC3(C)COC3)no2)c(Cl)c1	-15	-12	13	-29	-22	-23	-1	-31	-12	-3	-20
c1ccc2c3nnc4n(c-3nc2c1)CCCS4	-3	-6	13	-18	-3	3	-3	6	-6	-17	-18
COc1cc(C(=O)OCC(=O)Nc2ccc(SC(F)F)cc2)cc(OC)c1OC	-2	-8	2	10	5	9	-4	34	4	16	-8
CC(=O)Nc1ccc(S(=O)(=O)NCCC(=O)OCc2nc(N)nc(Nc3ccccc3C)n2)cc1	.	3	-9	16	-19	11	5	8	-10	.	-9
COC(=O)COC(=O)c1ccc(-n2nnnc2SC)cc1	-33	-5	0	-22	-15	11	-5	-18	-6	10	4
O=C(CC1C[C@H](C(=O)N2CCCCC2)[C@@]2(CCc3ccccc3)c3[nH]c4ccccc4c3CCN2C1=O)NCCC1=CCCCC1 (stereo partly drawn)	-9	-9	4	-5	25	-6	6	-5	1	-9	8
Cn1c(=O)oc2cc(NC(=O)CCl)ccc21	30	6	16	51	-9	-13	-3	-2	-34	13	-3
CNC(=O)C(NC(=O)Nc1ccc(C)cc1)C(C)(C)C (stereo not drawn)	-9	-4	0	3	3	-2	-2	-8	-11	19	-10
O=C(CN(c1ccccc1F)S(=O)(=O)c1ccccc1)N1CCCCCC1	18	-17	-12	2	5	-8	2	-13	5	2	1
Cc1cccc(/C(N)=N/OC(=O)Cc2cccs2)c1	-58	1	12	-47	-23	-35	0	-53	-27	-29	-76
COc1ccc(/C=N/NC(=O)C2C3CCCCC32)cc1OC (stereo not drawn)	-3	3	-8	3	-12	7	-3	0	26	12	-8
O=C(C1=C(O)C(=O)N(CCN2CCOCC2)C1c1cccc([N+](=O)[O-])c1)c1cccs1 (stereo not drawn)	15	-6	-1	-1	19	38	-24	7	7	-1	-15
CC(C)(C)C(=O)c1no[n+]([O-])c1/C(=N/O)C(C)(C)C	9	-6	-10	4	-2	20	-5	3	9	1	-13
CC(=O)c1sc(NC(=O)C(C)Oc2ccc3c(C)cc(=O)oc3c2)nc1C (stereo not drawn)	2	-9	-2	-1	-1	1	1	-9	3	22	4
CCOc1cnc(C(=O)NNC(=O)C(Br)C(C)C)o1 (stereo not drawn)	4	0	-1	2	-15	0	-1	3	-5	-12	1
CCn1c(CCCOc2ccc(Cl)cc2Cl)n[nH]c1=S	11	-9	14	-4	-35	-1	-2	-65	2	-8	-5
CN(CC(=O)Nc1cccc(F)c1)C(=O)CCCc1c[nH]c2ccccc12	-8	5	5	-11	1	9	5	-16	-11	-5	-10
O=C(c1ccc2c(c1)OCO2)N1CCN(c2ccc(F)cc2)CC1	-18	-11	3	-3	-6	-1	-2	-41	0	-2	-9
Cc1nn(Cc2ccccc2)c(C)c1NC(=O)CCCn1nc([N+](=O)[O-])cc1C	-12	1	-13	11	-14	-1	1	20	-8	-1	0
O=C(CSc1nnc(CCCOc2ccc(Cl)cc2Cl)o1)Nc1ccc(C(=O)O)cc1	-2	-4	-3	15	-31	14	4	-51	-6	-11	-14
COc1ccc(C(=O)N2CCN(CCc3ccccc3)CC2)cc1[N+](=O)[O-]	7	-3	-13	23	-10	16	-6	16	5	1	-31
Cc1cc(C)c(C#N)c(SCCN2CCOCC2)n1	9	-2	-4	0	3	1	3	-3	8	-15	12
CC(C)C/C=C1\CCc2c([nH]c3ccccc23)C1=O	-31	-13	-2	-22	-19	-83	3	-50	-53	-22	-62
Cc1ccc(C(=O)c2cc([N+](=O)[O-])ccc2N2CCOCC2)cc1	14	-8	-1	8	10	14	-7	16	7	6	1
Cc1cnc(C(=O)N2CCCC(N3CCN(c4ccccc4F)CC3)C2)cn1 (stereo not drawn)	-2	-8	2	3	13	27	6	-6	0	0	-53

The last 3 compounds of the part above are carried over, then new ones follow:
SMILES	SRC2 inh	NOD2-RIPK2 inh	TRAIL sens C8	NR5A2 inv ag	TWEAK Fn14 block	NCOA3 inh	TLR9-MyD88 inh	TROY NFkB inh	EBV LMP1 NFkB	NR2F2 inh	NCOA1 inh
CC(C)C/C=C1\CCc2c([nH]c3ccccc23)C1=O	-31	-13	-2	-22	-19	-83	3	-50	-53	-22	-62
Cc1ccc(C(=O)c2cc([N+](=O)[O-])ccc2N2CCOCC2)cc1	14	-8	-1	8	10	14	-7	16	7	6	1
Cc1cnc(C(=O)N2CCCC(N3CCN(c4ccccc4F)CC3)C2)cn1 (stereo not drawn)	-2	-8	2	3	13	27	6	-6	0	0	-53
COC(=O)c1cccc(C#CC(NP(=O)(c2ccccc2)c2ccccc2)c2ccccc2)c1 (stereo not drawn)	-17	-9	8	-13	22	1	-15	14	-2	12	10
Cc1cc(C)c(C)c(OCCCN(C)C)c1	-6	-2	1	-3	-8	16	4	-8	-8	-6	6
CCOC(=O)N1CCN(C(=O)CCN2C(=O)COc3ccccc32)CC1	-11	2	-62	14	-16	10	0	-1	-2	-19	5
c1ccc2c(c1)nc1n2CC2CON(C3CCCCC3)C12 (stereo not drawn)	-11	-4	-11	-9	-5	-16	0	-3	-6	2	-13
COc1ccc(S(=O)(=O)N(C)c2ccc(C(=O)Nc3ccccc3C(=O)N3CCOCC3)cc2)cc1	-32	5	7	14	6	14	-2	13	1	11	-18
Cn1cnc2c(SCc3ccccc3)ncnc21	-65	2	-10	-26	-26	-43	-2	-44	-4	-16	-18
CC(C)C1C(=O)N(Cc2cn(CCC3OCCCO3)nn2)CCS(=O)(=O)N1Cc1ccc(-c2ccncc2)cc1 (stereo not drawn)	12	15	-8	-4	20	0	9	3	-3	-8	-2
Cc1cccc(C(=O)NCC(=O)NC(C)CCc2ccccc2)c1 (stereo not drawn)	-12	-5	-3	3	14	-2	-1	1	7	10	-6
CCOC(=O)C1(CCCc2ccccc2)CCN(C2CCN(C(C)=O)CC2)CC1	9	1	9	7	-3	7	-8	3	-1	-5	-22
Cc1ccc(S(=O)(=O)c2c(C)cc(C)nc2N2CCOCC2)cc1	9	-4	-9	3	0	7	1	5	-12	1	-1
CC(C)C(=O)NNC(=O)CC(=O)Nc1ccccc1C(=O)O	-17	3	-13	8	8	2	7	-2	-9	1	3
O=C(Nc1ccc(F)cc1)C1CCN(C(=O)NCc2ccccc2)CC1	-4	1	5	6	-8	-22	-10	-10	1	22	-2
Cc1ccc(C(=O)NCC2CCCO2)cc1S(=O)(=O)N1CCCCC1 (stereo not drawn)	-13	-8	6	1	8	2	-9	6	-3	-6	-2
O=C1N=C2SCCN2/C1=C\c1ccc(Cl)cc1	1	-10	2	8	4	-3	-4	13	1	-5	-3
O=C(OC1CCOC1=O)c1ccc(CO)cc1 (stereo not drawn)	-20	4	21	-14	-1	-11	-2	14	0	3	6
